NRP1-CendR mod = modulators of CendR peptide binding to NRP-1, primary screen, biochemical, fluorescence polarization, uHTS | FAM-RPARPAR peptide binding to NRP-1 | inhibition, % at 25 µM | actives 0.85% (n = 360,000) | Neuropilin-1 (Homo sapiens), O14786;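 active = inhibition or corrected inhibition above about 18%, plus a signal ratio from 0.5 to 1.5, limit read from the data, passing the limit was not always enough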; note: strong numbers were not always called active
SUMO1-SIM PPI = modulators of SUMO1 protein-protein interactions, primary screen, biochemical, uHTS; Small ubiquitin-related modifier 1 (Homo sapiens), P63165; SUMO1 binding to a labelled peptide, TR-FRET, 1 h; inhibition, % at 20 µM; actives 0.33% (n = 360,000); AID 602429, 2012; in the data active = inhibition above about 37%
Target sequence (P63165 whole entry, looked up): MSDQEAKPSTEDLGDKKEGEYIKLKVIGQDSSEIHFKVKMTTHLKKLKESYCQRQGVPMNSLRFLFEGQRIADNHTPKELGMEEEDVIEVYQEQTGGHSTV
MsrA inh = bovine MsrA enzyme inhibitors, primary screen, biochemical, absorbance, HTS; Methionine sulfoxide reductase A (Bos taurus); purified bovine MsrA, absorbance read-out; inhibition, % at 15.5 µM; actives 0.75% (n = 360,000); AID 651718, 2012; in the data active = inhibition above about 4.5%;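 note: 0% = vehicle wells with enzyme and 100% = reference inhibitor wells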
E coli Lon inh = inhibitors of E. coli Lon protease, primary screen, biochemical, fluorescence polarization; purified E. coli Lon protease; inhibition, % at 7.94 µM; actives 0.42% (n = 360,000); AID 602123, 2011; in the data active = inhibition above about 13%, passing the limit was not always enough;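 note: 0% = enzyme with probe and DMSO and 100% = no enzyme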
Target sequence (P0A9M0 whole entry, looked up): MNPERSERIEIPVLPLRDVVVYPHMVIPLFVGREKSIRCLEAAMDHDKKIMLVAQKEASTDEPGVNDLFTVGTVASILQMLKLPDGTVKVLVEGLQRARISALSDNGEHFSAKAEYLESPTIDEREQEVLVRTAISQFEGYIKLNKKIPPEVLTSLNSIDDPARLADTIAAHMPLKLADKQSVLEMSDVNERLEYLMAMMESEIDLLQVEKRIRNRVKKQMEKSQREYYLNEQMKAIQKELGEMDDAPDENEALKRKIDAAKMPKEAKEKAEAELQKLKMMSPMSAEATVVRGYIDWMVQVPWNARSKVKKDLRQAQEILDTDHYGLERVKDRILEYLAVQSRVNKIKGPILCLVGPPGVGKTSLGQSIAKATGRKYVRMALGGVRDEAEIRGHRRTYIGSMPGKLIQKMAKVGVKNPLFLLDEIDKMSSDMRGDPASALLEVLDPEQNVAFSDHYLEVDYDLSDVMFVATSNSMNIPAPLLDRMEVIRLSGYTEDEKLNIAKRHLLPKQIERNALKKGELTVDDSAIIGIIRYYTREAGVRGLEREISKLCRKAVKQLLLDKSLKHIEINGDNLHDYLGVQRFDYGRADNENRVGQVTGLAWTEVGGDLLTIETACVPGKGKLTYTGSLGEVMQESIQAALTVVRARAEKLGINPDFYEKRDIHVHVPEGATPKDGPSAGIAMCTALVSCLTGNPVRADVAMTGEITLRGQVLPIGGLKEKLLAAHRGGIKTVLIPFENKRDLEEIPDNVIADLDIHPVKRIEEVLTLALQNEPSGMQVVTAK
LMPTP inh = LMPTP phosphatase inhibitors, primary screen, biochemical, fluorescence intensity, uHTS | recombinant LMPTP-A, OMFP fluorogenic substrate | actives 0.22% (n = 360,000) | AID 651560, 2012 | inhibition, % at 20 µM;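 active = compounds that cut the enzyme signal by at least half of the control window in the single-dose screen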;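 note: plate controls were DMSO wells with enzyme plus substrate for no effect and substrate without enzyme for full effect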
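test system = LMPTP-A | amount = 0.625 nM LMPTP-A final | reagent = fluorogenic phosphatase substrate OMFP at 400 µM final | incubation = 50 min at room temperature | benchmarks = no-enzyme low control, uninhibited high control | medium = Bis-Tris pH 6.0, DTT, detergent | signal = fluorescence intensity of OMFP turnover product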
bovine MsrA act = bovine MsrA enzyme activators, primary screen, biochemical, absorbance, HTS | Methionine sulfoxide reductase A (Bos taurus) | activation, % at 10.6 µM | actives 0.3% (n = 360,000) | purified bovine MsrA, absorbance read-out | AID 602163, 2012; in the data active = activation above about 7.5%;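 note: 0% = vehicle and 100% = reference activator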
DNMT1 block = human DNMT1 methyltransferase inhibitors, primary screen, biochemical, molecular beacon, fluorescence, HinP1I cleavage, uHTS; DNA (cytosine-5)-methyltransferase 1 (Homo sapiens), P26358; inhibition (reported as % activation of signal), % at 10 µM; actives 0.83% (n = 360,000); in the data active = inhibition above about 50%
STEP inh = STEP phosphatase inhibitors, primary screen, biochemical, fluorescence intensity, uHTS; Tyrosine-protein phosphatase non-receptor type 5 (Homo sapiens), P54829; recombinant STEP, OMFP fluorogenic substrate; inhibition, % at 20 µM; actives 0.25% (n = 360,000);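 active = inhibition at 20 µM, scaled per plate between control wells, above about 37%, limit read from the data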;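 note: 0% = DMSO with enzyme and substrate and 100% = substrate only without enzyme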
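Test system: STEP tyrosine phosphatase / Reagent: OMFP at 25 µM / Doses: 20 µM, 1% DMSO / Read-out: percent inhibition scaled to no-enzyme and uninhibited-enzyme controls, plate-pattern corrected / Detection: FITC-channel fluorescence of OMFP product / Medium: Bis-Tris buffer pH 6.0, 2.5 mM DTT, 0.005% Tween 20 / Schedule: 20 min at room temperature, dark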
Scp1 inh = Scp-1 phosphatase inhibitors, primary screen, biochemical, colorimetric, uHTS | Carboxy-terminal domain RNA polymerase II polypeptide A small phosphatase 1 (Homo … | Recombinant Scp1, phosphopeptide, malachite green phosphate absorbance | inhibition, % at 20 µM | actives 0.88% (n = 340,000) | AID 493091, 2011;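 active = inhibition above about 50% at 20 µM, limit read from the data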;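 note: plate controls were DMSO wells with enzyme for no effect and wells lacking enzyme for full effect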
Target sequence (Q9GZU7 76-261 limits assumed): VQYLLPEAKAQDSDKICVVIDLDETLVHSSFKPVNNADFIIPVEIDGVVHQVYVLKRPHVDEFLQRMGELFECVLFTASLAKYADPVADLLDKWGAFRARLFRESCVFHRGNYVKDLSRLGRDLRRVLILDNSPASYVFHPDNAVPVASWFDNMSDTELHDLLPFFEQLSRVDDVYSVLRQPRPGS
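assay system = SCP-1 phosphatase catalytic domain, residues 76-261 | buffer or medium = 50 mM Tris acetate pH 5.5, 0.005% Tween-20, 10 mM MgCl2 | incubation = enzyme reaction 45 min at room temperature, colour 5 min, stabilisation 30 min | signal = Phosphate-binding colour reagent, absorbance read at 630 nm | measure = % inhibition at 20 µM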
Tb MetRS inh = T. brucei MetRS inhibitors, primary screen, biochemical, luminescence | inhibition, % at 11.9 µM | purified T. brucei MetRS, ATP depletion, Kinase-Glo luminescence | AID 624268, 2012 | actives 0.4% (n = 360,000);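 active = inhibition above a per-plate cutoff of the control wells' mean inhibition plus 3 SD, cut at about 5.5% in these data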;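 note: 0% = DMSO wells median and 100% = median of wells with control inhibitor compound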
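Dosing: 11.9 µM single point; system: parasite MetRS enzyme; technique: luminescence of leftover ATP; times: 15 min enzyme-compound preincubation, 2 h reaction, 10 min detection, 25 °C; replicates: each compound tested once; read-out basis: percent inhibition relative to median high and low control wells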
* = called active by the depositor; . = no result given.

SMILES	NRP1-CendR mod	SUMO1-SIM PPI	MsrA inh	E coli Lon inh	LMPTP inh	bovine MsrA act	DNMT1 block	STEP inh	Scp1 inh	Tb MetRS inh
COC(=O)c1cc2n(n1)CCN(Cc1ccc(C)cc1)C2=O	-2	-2	-0.7	-6	-1.2	-6	-2	6	-12	-0.5
CC(C)CC(=O)NC(=S)Nc1cccc2nsnc12	-13	-19	1.2	11	-0.2	-2	-3	0	-13	0.5
O=C(CCC1CCCCC1)Nc1ccc(C(=O)c2ccncc2)cc1	-7	-13	0.1	-1	0.6	-9	2	1	-1	-0.6
Cc1ccc(S(=O)(=O)c2nc(/C=C/c3ccccc3)oc2N2CCC(C(N)=O)CC2)cc1	-13	-14	2.2	-14	1.5	-3	-4	4	.	-0.1
CN(CC(=O)Nc1ccccc1C(=O)NC1CC1)Cc1ccc(Cl)s1	4	-2	1.0	7	-0.8	-1	0	-4	-3	-0.1
CC(C)CC1NC(=O)c2cc3ccccc3cc2-n2c1nc1ccc(Cl)cc1c2=O (stereo not drawn)	-6	-7	0.5	3	0.0	-1	-3	-1	.	0.6
CN1CCc2c(sc3c2C(=O)NC(c2ccccn2)N3)C1 (stereo not drawn)	-1	-9	2.7	24*	-0.7	-2	-5	-3	-7	-0.6
CN1C(=S)SC(/[N+]([O-])=C/c2c(F)cccc2Cl)C1(C)C (stereo not drawn)	-8	2	-1.5	0	-0.2	-6	1	-1	-5	-0.7
O=C(CSc1ncccn1)N/N=C/c1cccc(OC2CSC2)c1	6	-14	0.0	-6	0.5	-4	-3	0	-3	-0.3
CCCCCCC(=O)N/N=C/Cc1ccccc1	4	-11	-0.3	-8	-0.3	-8	-5	1	-5	-1.1

The last four entries of the section above lead into the next.
SMILES	NRP1-CendR mod	SUMO1-SIM PPI	MsrA inh	E coli Lon inh	LMPTP inh	bovine MsrA act	DNMT1 block	STEP inh	Scp1 inh	Tb MetRS inh
CN1CCc2c(sc3c2C(=O)NC(c2ccccn2)N3)C1 (stereo not drawn)	-1	-9	2.7	24*	-0.7	-2	-5	-3	-7	-0.6
CN1C(=S)SC(/[N+]([O-])=C/c2c(F)cccc2Cl)C1(C)C (stereo not drawn)	-8	2	-1.5	0	-0.2	-6	1	-1	-5	-0.7
O=C(CSc1ncccn1)N/N=C/c1cccc(OC2CSC2)c1	6	-14	0.0	-6	0.5	-4	-3	0	-3	-0.3
CCCCCCC(=O)N/N=C/Cc1ccccc1	4	-11	-0.3	-8	-0.3	-8	-5	1	-5	-1.1
Cc1ccc(NC(=O)C2CCN(C(=O)c3ccco3)CC2)cc1	6	0	-0.1	-6	0.2	-1	0	-1	-5	-0.5
CC(=O)Nc1ccc(N(C(=O)c2ccco2)C(C(=O)NC2CCCC2)c2ccc(N(C)C)cc2)cc1 (stereo not drawn)	4	7	0.2	4	-1.6	1	-3	-2	1	0.6
O=C(CN1CCOCC1)NC1CC2CCC1C2 (stereo not drawn)	4	0	0.9	1	0.7	-1	1	-1	-1	-0.5
O=C(NN1C(=O)c2cc(Br)ccc2NC1c1cc(Br)cc(Br)c1O)c1ccncc1 (stereo not drawn)	-18	32	0.2	2	0.6	8.9*	-7	-3	-10	0.7
O=C(Cn1c2ccc(F)cc2c2nc3n(c(=O)c21)CCS3)N1CCCC1	7	-5	.	-8	0.7	-6	1	-1	7	-0.6
CCOC(=O)C1=C(COC(=O)CNC(=O)c2cc(OC)c(OC)c(OC)c2)NC(=O)NC1C (stereo not drawn)	10	4	1.5	-14	1.2	-1	2	-1	-6	-0.4
Cc1ccc(C2=NN(C(=O)C3CCCO3)C(c3ccco3)C2)cc1 (stereo not drawn)	2	1	-0.2	-5	-1.8	-1	0	0	1	0.1
Cc1ccccc1NC(=O)c1sc(NC(=O)COc2ccccc2)c(C#N)c1C	-6	12	0.8	0	-0.4	-3	-6	0	-4	-0.3
Cc1cccc(C)c1NC(=O)CN(C)C(=O)CN1C(=O)NC(C)(C)C1=O	15	-1	0.9	-3	-2.3	-1	5	-2	1	-0.2
CCCCOc1c(Br)cc(/C=C2\N=C(C)OC2=O)cc1OCC	-4	-1	1.2	-5	-2.1	0	6	3	-4	0.0
CCc1nc2ccc(C(=O)N3CCN(c4ccccc4)CC3)cc2nc1CC	0	-2	-0.8	9	0.0	-1	0	0	-6	-0.8
CC1CCCC(C)N1C(=O)c1ccc(CS(=O)(=O)c2ccccc2)cc1 (stereo not drawn)	9	-1	-0.4	-7	-0.5	-3	4	1	-5	0.2
CCN1/C(=c2/s/c(=C3/C(=O)N(c4ccccc4)N=C3C)n(CC)c2=O)C=Cc2ccccc21	-8	-47	-1.0	-7	0.3	-5	-3	5	-2	-0.6
CCc1cccc(C)c1NC(=O)COC(=O)CCn1c(C)csc1=O	5	-2	0.4	-5	0.4	0	0	-4	.	-0.1
CCN(CC)S(=O)(=O)N1CCC(C(=O)NCc2ccc3c(c2)OCO3)CC1	-3	0	1.4	-7	-3.0	-3	-1	0	0	0.5
Cc1ccccc1-c1ccc2c(c1)O[C@@H](CN(C)C(=O)Nc1ccc(C(F)(F)F)cc1)[C@H](C)CN([C@@H](C)CO)S2(=O)=O	-5	7	0.8	12	4.3	1	-19	-3	.	-1.2
C/C(=N/OC(=O)C1CC1)c1cc(-c2ccc(Cl)cc2)no1	7	1	0.8	-4	12	-8	15	-1	5	-0.6
CCCN=C1N(CC)C[C@@H]2[C@@H]3C(=O)N(Cc4ccccc4)C(=O)[C@@H]3[C@](Cc3ccccc3)(C(=O)OC)N12	10	8	0.1	-4	-2.7	-2	7	-2	7	-0.6
CCC1Oc2ccccc2N(CC(=O)NCCC2=CCCCC2)C1=O (stereo not drawn)	-2	-1	-1.0	-6	0.0	5	-1	0	-8	-0.4
COC(=O)[C@H](Cc1ccccc1)NC(=O)NCC1CCCO1 (stereo partly drawn)	-4	-2	-0.5	-11	-1.7	-5	0	2	-6	-0.9
CC(=O)Nc1cccc(-c2ccnc3c2CC(C(=O)Nc2cccnc2)O3)c1 (stereo not drawn)	-8	-1	1.1	18	-0.3	0	-1	0	.	0.6
C[C@H](NC(=O)c1nc[nH]c1C(=O)N[C@@H](C)c1ccccc1)C(=O)OC(C)(C)C	-2	2	0.7	7	-0.3	0	2	-1	-3	-0.3
O=C(COC(=O)c1ccccc1C(=O)c1ccc(Cl)cc1)NCCc1ccccc1	-7	3	0.5	8	1.0	-2	-5	-4	-10	0.4
COc1cc(OC)cc(C(=O)N[C@H](C(=O)Nc2nc(-c3ccc(OC)c(OC)c3)cs2)C(C)C)c1	-9	3	1.1	11	2.1	-3	-21	-2	-4	-0.4
O=C(O)C1=NN(c2ccccc2)C(=O)CC1	9	-3	0.4	4	-2.5	-2	-1	0	-8	-0.1
Cc1ccc(-c2cnn(-c3cccc([N+](=O)[O-])c3)c2N)cc1	0	-27	0.3	-10	-0.7	-3	1	2	-11	-0.8
COc1ccc(OC)c(N(CC(=O)N2CCN(Cc3ccccc3)CC2)S(C)(=O)=O)c1	11	-1	-1.4	-8	-0.2	-4	-1	0	-1	-0.4
O=C(/C=C\N1CCOCC1)c1ccc(Br)cc1	9	0	3.1	-6	-1.9	-3	-1	3	-8	0.9
O=C1C(Cl)=C(Nc2ccc(F)cc2)C(=O)N1CCc1ccccc1	8	-4	0.3	-6	1.8	-2	-2	3	1	-0.9
CCOc1ccc(OCCOC(=O)CN(C)S(=O)(=O)c2ccc(NC(C)=O)cc2)cc1	17	6	-1.5	2	0.5	0	0	0	-5	-0.2
O=C(CSc1ccccc1)NNC(=O)c1ccncc1	-10	-3	-0.4	6	2.9	-7	2	0	-1	-0.5
Cc1ccc(/C(O)=C2/C(=O)C(=O)OC2c2ccc(Cl)cc2)cc1 (stereo not drawn)	-66	1	2.4	-6	-2.1	-4	3	3	-5	-0.2
COc1cc(OC)cc(C(=O)NC(C(=O)NNC(=O)c2cc(Cl)ccc2OC)C(C)C)c1 (stereo not drawn)	4	-1	-0.6	5	-0.1	-4	-6	6	-16	0.0
CCC1(c2ccccc2)NC(=O)N(CC(=O)Nc2ccc(S(=O)(=O)Nc3ncccn3)cc2)C1=O (stereo not drawn)	2	5	-0.4	7	-0.3	-5	2	-3	-3	-0.4
Cc1ccc(NC(=O)NN2CCOCC2)cc1	5	2	-0.4	-3	-0.8	-2	0	2	-4	0.2
CN(C)S(=O)(=O)c1ccc(C(=O)OCC(=O)Nc2cccnc2Cl)cc1	0	-1	1.5	-1	-1.1	-11	1	-3	-2	-1.3
O=C(C1=C(O)C(=O)N(c2ncccn2)C1c1cccs1)c1ccco1 (stereo not drawn)	-28	16	-1.2	44*	0.6	-5	27	1	6	0.0
COc1ccc(-n2c(COc3cccc4ccccc34)nnc2SCC#N)cc1	-9	-1	-0.7	-2	3.3	-4	-10	0	-7	0.2
O=C(O)c1ccccc1NC(=O)N1CCOCC1	2	2	0.1	3	0.8	-1	0	2	-1	-0.7
CCOC(=O)/C=c1\s/c(=C\c2ccc(C(F)(F)F)cc2)c(=O)n1CC(=O)NCc1ccco1	-43	-7	4.4	-4	-1.3	0	10	1	1	0.4
Cc1cc(=O)[nH]c(-c2cccnc2)n1	-1	-4	0.1	-10	0.1	-3	3	-3	1	-0.9
CC1CC1C(=O)OCC(=O)Nc1ccc(S(=O)(=O)N2CCOCC2)cc1 (stereo not drawn)	-25	0	-0.7	2	-0.5	-1	-1	-3	-4	-0.3
COc1ccc(CNC(=O)Cn2nc(-c3ccc4c(c3)OCCO4)ccc2=O)cc1	-3	-14	0.1	4	1.7	-13	0	0	12	-1.6
Cc1cc(C)n(CC(=O)N2CCCC(N3CCN(c4ccccc4C)CC3)C2)n1 (stereo not drawn)	-4	4	-0.9	-1	0.9	-11	6	-1	4	-0.3
O=C(NCCO)C(=O)Nc1cc2c3c(c1)CC(=O)N3CCC2	3	-3	2.7	9	1.1	-9	-4	2	11	-1.0

Compound activity from PubChem BioAssay.

Hits appear at their usual frequency; overall some 4.3% were active at least once.
